# Screening data (PubChem)
# TNAP inh no acc = blocks human TNAP activity with no phosphate acceptor present. P05186. inhibition, % at 20 µM. 200,000 tested, 0.26% active. AID 1012. purified TNAP, CDP-star luminescence, 30 min;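 active means tissue-nonspecific alkaline phosphatase inhibition above about 50% at 20 µM in the single-dose screen, limit read from the data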;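 further: 0% = DMSO negative control and 100% = EDTA positive control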
# Target sequence (P05186 whole entry, looked up): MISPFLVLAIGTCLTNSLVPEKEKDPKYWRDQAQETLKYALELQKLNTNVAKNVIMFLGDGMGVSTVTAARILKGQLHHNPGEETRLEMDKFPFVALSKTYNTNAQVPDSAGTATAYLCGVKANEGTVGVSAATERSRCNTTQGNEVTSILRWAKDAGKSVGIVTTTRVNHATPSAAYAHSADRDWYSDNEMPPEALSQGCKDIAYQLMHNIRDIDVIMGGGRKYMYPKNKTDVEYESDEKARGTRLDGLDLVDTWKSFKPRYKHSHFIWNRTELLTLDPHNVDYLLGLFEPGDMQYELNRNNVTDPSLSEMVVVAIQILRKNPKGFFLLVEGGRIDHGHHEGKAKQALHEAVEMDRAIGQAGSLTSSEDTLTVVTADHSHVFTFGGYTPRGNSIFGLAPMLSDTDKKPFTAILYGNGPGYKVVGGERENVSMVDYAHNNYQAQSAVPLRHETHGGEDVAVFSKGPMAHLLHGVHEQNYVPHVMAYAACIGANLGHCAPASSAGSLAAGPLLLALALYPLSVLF
# RAM network inh = yeast RAM network inhibition; S. cerevisiae dse1pr::URA3 reporter, 5-FOA growth OD615, 2 d; analog-sensitive cbk1-as2 kinase mutant strain; AID 868; inhibition, % at 50 µM; 190,000 tested, 1.8% active;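 active means inhibition above a set limit, 3 SD over mean compound inhibition, cut at about 8.4% in these data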;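 further: 0% = DMSO-only wells with no growth and 100% = 10 µM 1-NA-PP1 full growth; inhibition rescues growth on 5-FOA so higher OD means more RAM inhibition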
# Hsp70 act = transcriptional activators of Hsp70. activation, % at 10 µM. AID 1203. 200,000 tested, 0.04% active. HeLa Hsp70 promoter luciferase reporter, luminescence; scaled: vehicle 0, proteasome-inhibitor control 100%;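 active means activation above the mean across all tested compounds plus 3 SD, cutoff set per campaign, cut at about 5.5% in these data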;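 further: 100% = MG132 at 30 µM as the positive control and 0% = DMSO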
# PMI activator = phosphomannose isomerase (human) activation | purified human PMI, coupled resazurin fluorescence, 20 min; active compounds read high; 1 = vehicle control, 0 substrate-free wells | P34949 | 190,000 tested, 0.005% active | activation factor at 20 µM;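 active means activation factor of 2 or more at 20 µM, relative to plate controls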
# Target sequence (P34949 whole entry, looked up): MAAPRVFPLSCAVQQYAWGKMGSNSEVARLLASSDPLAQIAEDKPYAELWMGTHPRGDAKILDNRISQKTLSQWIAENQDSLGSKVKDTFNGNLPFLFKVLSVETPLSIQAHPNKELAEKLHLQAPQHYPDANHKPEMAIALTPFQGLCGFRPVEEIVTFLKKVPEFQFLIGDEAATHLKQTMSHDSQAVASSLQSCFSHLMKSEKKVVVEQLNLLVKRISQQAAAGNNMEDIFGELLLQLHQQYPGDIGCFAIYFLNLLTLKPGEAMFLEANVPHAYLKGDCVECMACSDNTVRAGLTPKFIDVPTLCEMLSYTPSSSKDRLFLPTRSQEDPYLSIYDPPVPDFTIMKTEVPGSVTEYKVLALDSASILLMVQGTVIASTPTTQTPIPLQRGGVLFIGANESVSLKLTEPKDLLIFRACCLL
# L major viab = inhibitors of Leishmania major promastigote growth | Leishmania major promastigotes, resazurin fluorescence viability | inhibition, % at 10 µM | 200,000 tested, 9% active | AID 1063; in the data active means inhibition above about 50%;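 further: promastigotes grown with compound for 44 hours at 28 °C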
# S1P3 antag = antagonists of human S1P3 receptor. CHO S1P3 NFAT-BLA reporter, FRET fluorescence, antagonist mode. inhibition, % at 4.98 µM. 170,000 tested, 0.27% active. AID 485;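 active means inhibition above the plate cutoff, the mean inhibition of test wells on that plate plus 3 SD, cut at about 28% in these data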;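 further: cells challenged with S1P at its EC80 of 0.8 µM; blue over green emission ratio from cleaved BLA substrate after 4 h stimulation; 0% = S1P-stimulated wells and 100% = unstimulated DMSO-only wells; some compounds past the cut are filed as inactive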
# Efa HMGR inh = blocks class II HMG-CoA reductase of Enterococcus faecalis | 190,000 tested, 0.41% active | purified E. faecalis HMGR, NADPH absorbance 340 nm kinetic | AID 1066 | inhibition, % at 10 µM;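 active means inhibition above a set limit, the median over all tested compounds plus 3 SD, cut at about 9.5% in these data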;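 further: enzyme runs in reverse so mevalonate oxidation gives rising NADPH absorbance; 0% = complete reaction with DMSO and 100% = background rate lacking mevalonate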
# PMI act hi M6P = increases human PMI activity with near-saturating mannose 6-phosphate; 190,000 tested, 0.34% active; P34949; activation factor at 20 µM; coupled PMI enzyme assay, resazurin fluorescence, 20 min; active compounds read high; 1 = untreated enzyme, 0 = substrate-free blank;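 active means activation factor of 2 or more at 20 µM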
#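 Technique: Diaphorase-driven resazurin-to-resorufin fluorescence, excitation 544, emission 590 nm | Assay system: Human PMI in coupled enzyme assay | Times: Enzyme reaction with compound 20 min at room temperature | Medium: HEPES-buffered pH 7.4 with magnesium and detergent | Reagent: Mannose-6-phosphate 1.0 mM (near-saturating) plus 0.22 mM NADP+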
# TNAP inh hi DEA = blocks human TNAP under high phosphate acceptor concentration; P05186; purified TNAP, CDP-star luminescence, 1 M DEA; inhibition, % at 20 µM; 200,000 tested, 0.03% active; AID 1135;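 active means over 50% inhibition of tissue-nonspecific alkaline phosphatase at 20 µM in the single-dose screen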;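 further: plate controls were DMSO wells for no effect and EDTA-quenched wells as full inhibition for full effect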
# DTT redox prof = compounds producing H2O2 with reducing agent – biochemical, NIH compound library profiling, artefact control for MLSCN library redox annotation, primary screen; DTT-dependent redox cycling H2O2, phenol red/HRP absorbance; 100% = 100 µM peroxide control, 0% = buffer; 200,000 tested, 0.03% active; activation, % at 10 µM;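 active means activation of at least 50% relative to the plate's high and low controls in the primary single-dose screen; inactive means activation below 50%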;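 further: compound incubated with DTT at 0.8 mM final as the reducing agent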
# The depositor's hits bear a star; x = no result given.
Molecule	PMI activator	S1P3 antag	TNAP inh hi DEA	DTT redox prof	Hsp70 act	TNAP inh no acc	Efa HMGR inh	PMI act hi M6P	RAM network inh	L major viab
Oc1ccc(/C=N/Nc2cc(N3CCCC3)nc(N3CCCC3)n2)cc1O	0.4	4	12	1.4	-0.2	34	3	0.4	2.2	99*
N#CC1=C(N)OC2=C(C(=O)CCC2)C12CCN(C(=O)OCc1ccccc1)CC2	1.1	11	0	x	x	9	-2	1.1	1.4	x
O=C(CSc1nncn1-c1ccccc1)NC1CCCCC1	1.1	10	-3	0.1	0.0	-9	-5	1.1	0.7	-3
COC(=O)c1cc2nc(-c3ccc(C)cc3)cc(C(F)(F)F)n2n1	x	4	0	-0.6	0.0	-4	-2	x	3.4	-5
Cc1ccc(NCN2C(=O)c3ccccc3C2=O)c(C)c1	1	4	-6	1.5	-0.1	-14	x	1	1.2	-4
O=C(c1ccccc1[N+](=O)[O-])n1cnc2ccccc21	1	-10	-7	-0.4	4.0	-9	-2	0.9	1.8	-2
CCOc1ccc(C(=O)Nc2ccc3c(c2)OCO3)cc1OCC	0.9	-17	-5	2.7	0.8	-9	0	1	2.9	-1
O=S(=O)(c1ccc(Cl)cc1)N(CCCN1CCOCC1)Cc1cccs1	1	-5	-1	0.0	-0.4	-8	-7	1	0.4	68*
CC(C)Cn1c(N)c(C(=O)COC(=O)C2=COCCO2)c(=O)n(C)c1=O	x	-6	x	2.1	-0.6	x	-8	x	2.1	-7
N#C/C(C(=O)N1CCOCC1)=C1/SC=C(c2ccccc2)N1c1ccccc1	x	5	x	2.9	0.3	x	x	x	x	-2
O=C(COc1cccc(Br)c1)NN=C1c2ccccc2-c2ccccc21	0.9	-9	3	0.6	-0.2	-6	-3	1	2.0	-3
CCS(=O)(=O)Nc1ccc2c(c1)N(C(C)=O)c1ccccc1CC2	1	-25	-5	3.5	0.1	-9	-2	1	-0.1	-6
O=C(CN(Cc1ccco1)C(=O)c1ccc(Cl)cc1)Nc1ccc(Cl)c(Cl)c1	1	-9	-5	0.0	-0.5	-11	0	0.9	5.3	29
COC(=O)c1ccc(NC(=O)CNC(=O)C2CCCCC2)c(C)c1	0.8	-2	-8	1.7	-0.5	-15	1	0.9	0.9	-5
Cc1cccc(C)c1OCCCCCNCCO	0.9	x	-5	0.0	-0.2	-12	-4	0.8	1.8	89*
O=C/C(=C\Nc1ccc(Br)cc1)c1nc2ccccc2o1	1	-1	-6	-0.4	0.2	-32	3	1	4.4	-6
O=C(Nc1ccccc1O)c1csc2c1CCCC2	0.9	-16	-6	-0.2	-0.1	-8	-4	0.9	3.8	14
CC(C)(C)n1nnnc1C(c1ccc(C(F)(F)F)cc1)N(Cc1ccccc1)Cc1ccco1 (stereo unspecified)	0.8	x	-1	1.3	-0.1	-4	-9	0.8	11*	22
COCCN1C(=O)C(=O)/C(=C(/O)c2ccc(S(=O)(=O)N3CCOCC3)cc2)C1c1ccc(C(C)C)cc1 (stereo unspecified)	1	x	-2	1.7	0.0	-10	-2	1	3.2	-9
Cc1cc(C)c(NC(=O)COc2nc3ccccc3nc2C)c(C)c1	0.9	-14	4	-0.2	-0.4	0	0	1	1.9	3
CCOc1cccc(NC(=O)CSc2nncn2N)c1	1	-76	-2	0.3	-0.1	6	0	1	3.6	-7
CC1CCN(c2nc3c(c(=O)[nH]c(=O)n3C)n2Cc2ccccc2)CC1	0.8	2	-4	0.1	-0.3	-5	2	1	1.0	9
CN(C)S(=O)(=O)c1ccc(N=Cc2c(C(F)(F)F)[nH][nH]c2=O)cc1	1.3	-4	-2	-2.0	-0.3	-5	-7	1.2	-0.5	-1
CCOC(=O)C1=NNC(C(=O)c2ccc(C)cc2)C1c1ccc(OC)cc1 (stereo unspecified)	0.9	x	0	0.0	-0.5	-3	-7	1	3.5	-6
CCC(C)C(Nc1ccc(C(=O)OC)cc1[N+](=O)[O-])C(=O)OC (stereo unspecified)	1.1	10	0	0.0	-0.5	-2	-2	1	2.0	1

# Whole records, looked up by structure:
# CC(C)(C)n1nnnc1C(c1ccc(C(F)(F)F)cc1)N(Cc1ccccc1)Cc1ccco1 (stereo unspecified) as listed: PMI activator = 0.8; S1P3 antag = x; TNAP inh hi DEA = -1; DTT redox prof = 1.3; Hsp70 act = -0.1; TNAP inh no acc = -4; Efa HMGR inh = -9; PMI act hi M6P = 0.8; RAM network inh = 11*; L major viab = 22
# COC(=O)c1cc2nc(-c3ccc(C)cc3)cc(C(F)(F)F)n2n1 as listed: PMI activator = x; S1P3 antag = 4; TNAP inh hi DEA = 0; DTT redox prof = -0.6; Hsp70 act = 0.0; TNAP inh no acc = -4; Efa HMGR inh = -2; PMI act hi M6P = x; RAM network inh = 3.4; L major viab = -5

# More structures follow:
Molecule	PMI activator	S1P3 antag	TNAP inh hi DEA	DTT redox prof	Hsp70 act	TNAP inh no acc	Efa HMGR inh	PMI act hi M6P	RAM network inh	L major viab
C/C(=C\c1ccccc1)C1NC(=O)c2c(sc3c2CCCC3)N1 (stereo unspecified)	0.9	-29	8	-0.3	-0.2	-6	2	1	1.0	-2
O=C(Nc1cccc(Cl)c1Cl)c1snnc1-c1ccccc1	0.8	x	3	0.6	-0.2	0	-5	0.9	0.9	3
O=C(CCCNS(=O)(=O)c1cccc2nsnc12)NC1CCCCC1	1.1	-2	6	0.1	-0.1	-4	3	1.1	-0.2	-3
Cc1ccc(N2C(S)=C(C#N)C(=O)NC23CCCCC3)cc1	0.9	1	1	0.1	-0.5	-14	-1	1	-0.9	-1
CC(=O)c1ccc(OCCCC(=O)OCC(=O)N2CCN(c3ccccc3)CC2)cc1	0.9	-18	-7	2.4	1.1	-13	-5	0.9	0.9	-4
O=C(Oc1cccnc1)c1ccc([N+](=O)[O-])cc1	0.8	0	-1	0.5	-0.1	-8	-1	0.9	0.4	-9
Cc1ccc(N(Cc2ccc(C(=O)NCC3CCCO3)cc2)S(C)(=O)=O)cc1C (stereo unspecified)	x	-1	-2	0.8	-0.3	-11	3	x	-0.6	-3
Cc1cc(N2CCOCC2)nc2ccc(NC(=O)C3CCC(C)CC3)cc12 (stereo unspecified)	1.1	x	-4	-2.8	-0.2	1	-3	1	0.4	24
COc1ccc(C(=O)Nc2ccc(S(=O)(=O)N3CCOCC3)cc2)cc1OC	1.2	-25	-5	2.0	-0.3	-4	4	1.1	0.1	-3
O=C(NNS(=O)(=O)c1ccccc1)c1sccc1-n1cccc1	0.8	x	-1	-0.7	1.1	-7	-1	0.9	0.6	1
N#Cc1nc(Cc2cccc3ccccc23)oc1N1CCOCC1	1	2	-6	0.7	-0.1	-7	-2	1	0.6	29
O=C(NCc1ccc(Cl)cc1)C1CCN(S(=O)(=O)N2CCOCC2)CC1	1.1	-5	-4	0.4	0.1	-12	1	1.1	-0.4	-7
O=C(CN(C(=O)C1CSC(=O)C1)c1cccc(F)c1)NC1CCCC1 (stereo unspecified)	1	10	-2	-0.7	-0.2	-11	-4	1	2.5	-9
COc1ccc(-c2csc(Nc3ccccc3)[n+]2Cc2ccccc2)cc1	1	-6	-2	-1.4	0.7	-12	3	1	1.9	15
COc1ccccc1C1=NOC(COC(=O)c2ccc(Br)cc2)C1 (stereo unspecified)	0.9	-15	2	0.2	-0.4	13	0	0.9	10*	-8
C=CCc1ccccc1OCC(=O)N/N=C/c1ccccc1OCC	0.9	-5	1	-0.5	-0.2	-1	-4	0.9	12*	-3
O=C(CCC(=O)N(CC(=O)NC1CCCC1)Cc1ccc2c(c1)OCO2)Nc1ccccn1	1.1	-6	-9	0.1	-0.3	-6	-1	1	0.3	-9
O=C(/C=C/c1ccc(S(=O)(=O)NCc2ccco2)cc1)N1CCN(c2ccccc2)CC1	1	-1	-6	-1.2	-0.4	-2	-5	1.1	5.5	12
COc1ccccc1C(c1nnnn1C(C)(C)C)N1CCN(Cc2ccccc2)CC1 (stereo unspecified)	1.3	x	-1	0.0	-0.6	-6	2	1.3	-0.6	17
N#Cc1nc(COc2ccccc2)oc1N1CCN(c2cccc(Cl)c2)CC1	0.9	11	-6	2.0	-0.4	-6	0	0.9	12*	-7
CC(C)(C)N(NC(=O)Nc1ccccc1)C(=O)c1ccccc1Cl	0.9	x	-6	-3.1	-0.2	-15	-4	0.9	0.3	9
Clc1ccc(-c2nnc(-c3ccc(Br)o3)o2)c(Cl)c1	1	21	-8	2.1	1.3	-17	-5	0.9	3.0	-5
Cc1nc2ccccc2c2oc(C(=O)Nc3ccc4c(c3)OCCO4)cc12	1	12	-1	-2.2	-0.2	13	-7	0.9	-0.2	-4
CCCN1C(=O)/C(=C/c2ccco2)SC1=Nc1ccc(OC)cc1	0.9	x	-2	0.6	-0.2	-3	0	1.2	1.9	5
CC/C(=N\NC(=S)Nc1ccc(OC)cc1)c1ccc(OC(F)F)cc1	0.9	0	-2	0.3	-0.3	-5	1	0.8	-0.4	-4
COc1cc(/C=C(\C#N)C(=O)NC2CCCCC2C)ccc1OS(=O)(=O)c1ccc(C)cc1 (stereo unspecified)	0.8	-12	-4	1.1	-0.4	-10	-9	0.9	4.5	100*
Cc1ccc(NC2c3ncccc3C(=O)N2c2ccccc2C)cc1C (stereo unspecified)	1	1	2	-3.8	-0.1	-8	-2	1.2	0.0	10
CC(C)CNc1oc(-c2ccco2)nc1C#N	1	x	0	2.7	-0.7	-4	0	1	-0.8	3
CCOC(=O)N1CCN(C(=O)c2ccc(Cl)c(S(=O)(=O)N3CCOCC3)c2)CC1	1	7	-2	-0.3	0.3	7	4	1.1	-0.5	-1
CN1CCN(C(=O)c2ccccc2-c2nc(-c3ccccc3)no2)CC1	1.1	-7	0	1.5	0.1	13	-3	1	0.9	-2
CCC(C)c1ccc(NC(=O)CSc2nncn2N)cc1 (stereo unspecified)	1.1	x	-5	-2.4	-0.2	-7	-2	1	1.1	2
CC1CCc2sc(C(=O)N=Nc3c(O)[nH]c4ccccc34)cc2C1 (stereo unspecified)	1	-26	0	-0.1	-0.3	-18	-4	1	2.7	-3
Cc1cc(N2CCN(Cc3cn(C)nc3-c3cccc(Cl)c3)CC2)cc(C)n1	0.9	3	-1	-0.1	-0.2	0	6	0.8	1.9	21
Cc1nc(CNS(=O)(=O)c2ccc(Oc3ccccc3)cc2)cs1	0.9	16	-3	1.2	-0.4	-13	-5	0.9	1.1	-2
CCSc1nnc(NC(=O)Cc2ccc(OC)c(OC)c2)s1	1	x	-5	2.8	-0.6	-11	-2	1.1	2.8	-4
O=S(=O)(c1ccc(Cl)cc1)N1CCC(O)(c2cccnc2)CC1	1	x	-2	0.1	-0.1	-19	0	1.1	0.3	-8
O=C1c2oc3ccc(Cl)cc3c(=O)c2C(c2ccccn2)N1CCCN1CCOCC1 (stereo unspecified)	0.8	-5	3	x	x	3	x	0.8	x	x
Cc1ccccc1CSCCNC(=O)c1ccc(N(C)S(=O)(=O)c2ccccc2)cc1	0.9	x	-9	3.1	0.3	-20	4	1	14*	11
CCOc1ccccc1NC(=O)CSc1nccn1-c1ccccc1	0.9	20	-3	0.4	0.2	-8	-13	0.9	1.6	2
